# Assay outcomes (PubChem)
# NS5 inhibitors: Dengue-2 NS5 methyltransferase inhibitors, primary screen, biochemical, confirmation dose response (AID 588689); Genome polyprotein (Dengue virus type 2 (strain 16681-PDK53)); Dengue-2 NS5 methyltransferase capping enzyme assay, biochemical; higher % means a stronger effect; one-dose inhibition, % at 25 µM; IC50 in µM for titrated hits; 0.3% of 340,000 active; in the data active means a potency from the dose series; inconclusive means inhibition above about 29% without an active follow-up result
# RSV antiviral HEp-2: RSV antiviral activity via CPE protection, HEp-2 cells, primary 10 µM value included (AID 2391) | 0.13% of 310,000 active | CPE inhibition, % at 10 µM, or IC50 in µM where a hit was titrated | HEp-2 cells, RSV-induced CPE inhibition; higher % means a stronger effect; in the data active means a potency from the dose series; inconclusive means CPE inhibition mostly from about 23% at the one dose, without a potency; inactive means the rest, 99 in 100 with CPE inhibition below about 21%; further: strong numbers were not always called active
# West Nile antiviral: West Nile virus antiviral activity, cell-based, CPE readout (AID 1621); West Nile virus-infected cells, CPE inhibition; higher % means a stronger effect; 0.02% of 290,000 active; CPE inhibition, % at 10 µM, or IC50 in µM where a hit was titrated; in the data active means a potency from the dose series; inconclusive means CPE inhibition mostly from about 3.7% at the one dose, without a potency; inactive means the rest, 99 in 100 with CPE inhibition below about 2.2%; further: strong numbers were not always called active
# K1F lysis inhibition: inhibition of K1F phage lysis, E. coli UTI89, bacterial capsule biogenesis inhibitors, alamar blue (AID 488966). inhibition, % at 100 µM, or IC50 in µM where a hit was titrated. 0.02% of 340,000 active. E. coli UTI89 K1F phage lysis, alamar blue, 2 h; higher % means a stronger effect;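 active means phage lysis inhibition, versus mean bacterial control, above a set limit; inconclusive means no clear call, values can overlap the other calls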;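 further: capsule biogenesis inhibitors block K1F phage lysis so surviving cells raise fluorescence; higher fluorescence means more inhibition of phage lysis; actives were called in the ten point dose series up to 300 µM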
# Salmonella PhoP GFP: inhibitors of PhoP regulon expression, primary screen, Salmonella Typhimurium, GFP reporter (AID 1863) | one-dose inhibition, % at 50 µM; IC50 in µM for titrated hits | S. Typhimurium PhoP-regulated promoter GFP reporter, 4 h; higher % means a stronger effect | 0.16% of 300,000 active;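 active means inhibition over 29.93%, a cutoff 3 SD above the screen mean, later confirmed by dose response; inconclusive means inhibition over 29.93% but no dose response follow-up; inactive means inhibition at most 29.93% or unconfirmed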;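 further: 0% = low Mg2+ inducing control and 100% = high Mg2+ repressing control; strong numbers were not always called active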
# NTR1 agonist: agonists of NTR1, primary screen, imaging, U2OS cells, beta-arrestin-GFP, high content (AID 493036). Neurotensin receptor type 1 (Homo sapiens), P30989. NTR1-U2OS beta-arrestin-GFP spot imaging, agonist mode. activation, % at 20 µM. 0.17% of 330,000 active;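 active means activation at or above 40% of the spot to cytoplasm intensity ratio, with at least 20 cells analyzed; inconclusive means wells under 20 cells, flagged as cytotoxic or low count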;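 further: 0% = DMSO without peptide and 100% = 100 nM NTR1 peptide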
# Target sequence (P30989 whole entry, looked up): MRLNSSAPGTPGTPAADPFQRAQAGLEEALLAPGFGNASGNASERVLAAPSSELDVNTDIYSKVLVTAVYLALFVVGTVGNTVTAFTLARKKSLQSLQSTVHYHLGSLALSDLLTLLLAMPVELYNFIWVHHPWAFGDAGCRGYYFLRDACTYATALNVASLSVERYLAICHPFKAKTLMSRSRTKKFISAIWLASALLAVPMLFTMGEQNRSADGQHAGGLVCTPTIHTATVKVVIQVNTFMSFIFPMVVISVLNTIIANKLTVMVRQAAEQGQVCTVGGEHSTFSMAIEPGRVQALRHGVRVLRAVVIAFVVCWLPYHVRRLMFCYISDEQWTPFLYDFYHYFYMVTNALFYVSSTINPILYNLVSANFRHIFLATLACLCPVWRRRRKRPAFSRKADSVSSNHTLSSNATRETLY
# SV40 large T antigen: SV40 large T antigen inhibitors, biochemical (AID 1903); SV40 large T antigen ATPase/helicase inhibition assay; higher % means a stronger effect; one-dose inhibition, % at 20 µM; IC50 in µM for titrated hits; 0.39% of 310,000 active; in the data active means a potency from the dose series; inconclusive means inhibition mostly from about 32% at the one dose, without a potency; inactive means the rest, 99 in 100 with inhibition below about 32%; further: strong numbers were not always called active
# T cell HTS: modulators of CD8 T cell-vesicle binding, primary screen, mouse 2C CD8+ T cells, flow cytometry; 2C CD8+ T cell-vesicle binding; stronger effect = lower value; calls only at 7 µM; 0.068% of 330,000 active; AID 2052, 2009;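 active means response, share of CD8 T cells binding vesicles, and their 90th percentile fluorescence all below set limits, cut at about 80% in these data, passing the limit was not always enough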
#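 incubation = binding step 1.5 h, 37 °C, antibody labelling 20 min, ice | test system = 2C mouse CD8+ T cells | read-out basis = percent CD8+ FL2 mean versus row control | controls = Peptide-free naked vesicles (low) and QL9 vesicles with 0.7% DMSO vehicle (high) | detection = flow cytometry of vesicle-bound cells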
# Rac1 GTP hydrolysis: MgcRacGAP GTPase-activating activity inhibitors, confirmation, biochemical, ADP Hunter fluorescence; MgcRacGAP-stimulated Rac1 GTP hydrolysis, ADP Hunter fluorescence; higher % means a stronger effect; GST-tagged Rac1 F28L mutant substrate; Rac GTPase-activating protein 1 (Homo sapiens); AID 624330, 2012; inhibition, % at 30 µM, or IC50 in µM where a hit was titrated; 0.6% of 340,000 active;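 active means first-screen hits whose inhibition reached a set limit at any dose in the follow-up dose series; inconclusive means inhibition above the set first-screen limit but never retested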;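 further: fluorescence reports GDP produced by GAP-driven GTP hydrolysis; strong numbers were not always called active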
# T cell HTS vesicle-bound %: recorded beside T cell HTS, whose call it bears; double positive events, %; measured here: CD8+ vesicle-bound cell fraction;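 binding gate set so that unloaded-vesicle control wells show 10% double positive cells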
# NTR1 agonist cell count 20 µM: further read-out of NTR1 agonist, marked with its call; cell count; measured here: cell count, cytotoxicity flag
# NS5 inhibitors pilot replicate: also measured in NS5 inhibitors; calls as there; inhibition, %; measured here: pilot screen replicate inhibition
# The depositor's hits bear a star; i = inactive; ? = inconclusive; . = not tested or not shown; & = joins results of further samples; [ ] = remark or other dose. Not a hit list; any-hit rate near 1.5%.
SMILES,NS5 inhibitors,RSV antiviral HEp-2,West Nile antiviral,K1F lysis inhibition,Salmonella PhoP GFP,NTR1 agonist,NTR1 agonist cell count 20 µM,SV40 large T antigen,T cell HTS,T cell HTS vesicle-bound %,Rac1 GTP hydrolysis,others
COc1cc2c(cc1OC)CN(C(=O)CSc1nc(N)c(C#N)cc1C#N)CC2,-4%,-0.3%,3.0%,4.0%,-2%,1.3,62,2%,i,30,6%,
COc1ccc(OCc2cc(/C=N\NC(=O)c3ccccc3)ccc2OC)cc1,-8%,-0.2%,0.7%,-0.2%,-1%,1.2,58,13%,i,64,6%,
CC(C)C(NC(=O)c1ccccc1Cl)C(=O)OCc1nc2scc(-c3ccccc3Cl)c2c(=O)[nH]1 (centres undefined),-3%,9.8%,-0.2%,2.5%,0%,0.6,39,22%,i,22,4%,
COc1ccccc1C(=O)N/C(=C/c1ccc(Br)cc1)C(=O)NCCCn1ccnc1,5%,2.0%,-0.2%,7.9%,-1%,0.6,71,5%,i,13,14%,
O=C1Cc2ccccc2Sc2ccc(O)cc21,7%,16%,0.1%,-0.1%[50 µM],1%,-1.0,61,23%,i,7,30%,
C=C(C(=O)c1ccccc1)C(C)CC(=O)c1ccccc1 (centres undefined),-3%,-1.4%,3.0%,-8.2%,0%,8.8,41,3%,i,47,4%,
C[n+]1ccccc1/C=N/O,-2%&-3%,0.7%&1.3%,0.7%&-0.1%,3.5%&1.9%,1%&0%,-0.3&1.4,72&54,11%&6%,i,63&17,5%&4%,
Cc1ccc(C(=O)Nc2ccccc2N2CCN(C(=O)C(C)C)CC2)cc1,-2%,2.8%,0.6%,0.4%,-1%,-0.1,90,8%,i,38,1%,
CC1CCCC(NC(=O)COC(=O)/C=C/c2ccc(S(=O)(=O)N3CCOCC3)cc2)C1C (centres undefined),-8%,2.4%,0.7%,0.2%,.,0.0,58,12%,i,43,0%,
Cc1cc(-c2csc(N)n2)c(C)n1-c1ccc(Cl)c(Cl)c1,4%,4.0%,-0.4%,-1.3%[50 µM],6%,4.3,51,1%,i,49,14%,
FC(F)(F)c1cccc(N2Cc3ccccc3C2)c1,-9%,5.3%,-0.3%,0.9%,-8%,-0.7,21,8%,i,47,11%,
CCc1noc(C)c1C(=O)Nc1ccc(S(=O)(=O)N2CCCCC2)cc1,-1%,1.8%,.,1.1%[50 µM],-6%,1.4,75,5%,i,47,4%,
CN(C1(C)CCS(=O)(=O)C1)S(=O)(=O)c1ccc2ccccc2c1 (centres undefined),-3%,0.2%,.,-2.0%,0%,0.4,66,7%,i,36,0%,
COc1ccc(N2CCN(Cc3nc4ccccc4c(=O)[nH]3)CC2)cc1,-2%,4.2%,-0.7%,-0.3%,-9%,0.5,60,20%,i,15,?,
COc1ccc(NC(=O)N(C)C[C@H]2Oc3ccc(NS(=O)(=O)c4ccc(OC)cc4)cc3C(=O)N([C@H](C)CO)C[C@@H]2C)cc1,-5%,.,.,0.4%,.,-0.9,61,.,i,50,7%,
CCCCC(CC)C1OCC(CN2CCCCC2)O1 (centres undefined),0%,0.8%,0.3%,1.6%,2%,0.1,59,7%,i,44,11%,
CC(C)c1ccc(S(=O)(=O)c2nnn3c2nc(N2CCCCC2)c2ccccc23)cc1,1%,13%,-0.6%,0.7%,-6%,3.1,59,-1%,i,44,6%,
CC(C)[C@H](NC(=O)c1c(F)cccc1F)C(=O)OCC(=O)NC(=O)NC1CCCC1,-4%,-0.6%,-0.3%,-0.1%,7%,1.5,74,14%,i,31,2%,
COc1ccc(CC(=O)OCC(=O)NCc2ccco2)cc1,-2%,-1.5%,.,-1.9%,8%,1.3,61,17%,i,40,0%,
Cc1nn(C(=O)CNS(=O)(=O)c2ccccc2)c(C)c1Sc1ccc(Cl)cc1,-5%,0.1%,-0.4%,0.5%[50 µM],16%,2.7,54,4%,i,35,-4%,
CC(C)CN(C(=O)COC(=O)C1c2ccccc2Oc2ccccc21)C1CCS(=O)(=O)C1 (centres undefined),5%,-1.1%,0.0%,-0.1%,-5%,-1.1,35,7%,i,55,13%,
Cc1cc(C)cc(NC(=S)N2CCN(S(=O)(=O)c3ccccc3)CC2)c1,-5%,0.6%,0.0%,0.6%[50 µM],-2%,0.0,58,18%,i,20,9%,
Cc1ccc2sc(NC(=O)c3cccc(N4C(=O)CCC4=O)c3)nc2c1C,-1%,4.7%,0.0%,-0.3%[50 µM],3%,0.6,47,10%,i,14,-3%,
Clc1cc(Cl)cc(Nc2ncnc(-n3cccc3)n2)c1,.,14%,-0.7%,.,1%,3.6,40,7%,i,56,.,
COc1ccc(S(=O)(=O)N2CCCCC2)cc1C(C)C,5%,0.9%,0.0%,-0.2%,8%,0.3,66,19%,i,21,-2%,
O=C(Cn1nnc(-c2ccc(NC(=O)c3ccccc3F)cc2)n1)NCc1ccc(F)cc1,-5%,0.3%,-0.1%,-0.2%,-5%,0.8,68,16%,i,18,7%,
O=S(=O)(Cc1ccc(Cl)cc1)c1ccccc1-c1nnc(-c2ccc(Cl)cc2)o1,-1%,4.2%,.,-0.1%[50 µM],-5%,1.2,45,9%,i,44,9%,
CCC(C)[C@H](NC(=O)[C@@H]1Cc2ccccc2CN1)C(=O)NCc1ccc(OC)cc1 (some centres undefined),3%,-0.1%,-0.3%,6.6%,-4%,0.8,96,1%,i,38,-5%,
COc1cccc(/C=N/NC(=O)c2nnn(-c3nonc3N)c2-c2cccs2)c1,-4%,1.1%,0.3%,0.9%,-2%,0.0,74,-1%,i,12,7%,
Cc1c(Cl)cccc1NC(=O)COC(=O)CN1C(=O)NC(C)(C)C1=O,-9%,1.3%,0.2%,0.3%,-6%,0.0,52,7%,i,27,-1%,
O=C(NCCN1CCOCC1)NC1(C(F)(F)F)Oc2ccccc2O1,-6%,0.5%,0.0%,0.4%,2%,0.8,101,4%,i,14,8%,
CC1CC(CCC(=O)NC(=S)Nc2ccc(Cl)cn2)C(=O)O1 (centres undefined),-4%,4.0%,-0.4%,0.4%,3%,-0.4,75,3%,i,60,11%,
Cc1ccc(S(=O)(=O)N2CCN(C(=O)c3ccccc3OCc3c(C)noc3C)CC2)cc1C,2%,-0.4%,.,0.8%[50 µM],-2%,-1.1,76,3%,i,39,5%,
CC(OC(=O)c1ccncc1)C(=O)Nc1ccc([N+](=O)[O-])cc1Cl (centres undefined),-5%,-0.7%,1.3%,-0.1%,-7%,-0.7,30,7%,i,35,6%,
NC(=O)c1ccc[n+](CC(=O)c2ccc(Cl)c(Cl)c2)c1,-7%,1.6%,0.1%,0.1%,-3%,1.4,91,-1%,i,43,3%,
O=C(CCN1CCCCC1)c1ccc2c(c1)OCO2,-9%,-1.0%,-0.2%,0.1%,1%,-0.4,43,2%,i,21,10%,
CC(C)CNC(=S)N(CCO)Cc1cc2cc3c(cc2[nH]c1=O)OCO3,-8%,1.2%,-0.4%,0.1%,-1%,0.5,63,11%,i,59,15%,
CCc1nnc(NC(=O)CCN2C(=O)CCC2=O)s1,1%,-0.3%,0.6%,2.5%,-6%,-0.1,53,17%,i,44,-1%,
CCC(C)(C)NC(=O)C(NS(=O)(=O)c1cccs1)c1ccccc1 (centres undefined),-11%,-2.7%,-0.3%,0.1%,6%,-0.7,96,0%,i,48,5%,
CCCCn1c(N)c(N(CC)C(=O)c2ccc(N(C)S(=O)(=O)c3ccc(C)cc3)cc2)c(=O)[nH]c1=O,6%,1.1%,.,1.8%[50 µM],-6%,-1.0,51,8%,i,37,2%,
COc1ccc(CNC(=O)CSc2nnnn2C)cc1OC,-8%,0.2%,-0.3%,-0.1%,5%,2.0,39,7%,i,26,8%,
CCOC(=O)N1CCN(C(=O)COc2ccc(Br)cc2Cl)CC1,-7%,1.0%,-1.5%,0.5%,-4%,-0.1,83,-4%,i,16,1%,NS5 inhibitors pilot replicate=3.5
CCCCN(CCCNC(=O)Cn1nc(CC)n2c(cc3sc(C)cc32)c1=O)Cc1ccccc1,8%,8.6%,-0.2%,0.6%,3%,4.0,62,10%,i,44,10%,
C/C(=N\NC(=O)Cc1ccc(O)cc1)c1cccnc1,0%,0.4%,-0.1%,-0.1%,4%,-1.5,63,-3%,i,56,8%,
CCOc1cc(C2C(C(=O)OC)=C(C)N=C3SCCC(=O)N32)ccc1OC(C)=O (centres undefined),-2%,2.1%,0.3%,1.5%,79%,-0.9,46,-11%,i,29,8%,
CCS(=O)(=O)c1ccc(N)cc1,-15%,0.4%,1.2%,0.2%,-1%,2.5,36,-1%,i,31,9%,
CC(C)CNC(=O)c1ccccc1NC(=O)c1ccc(CN2CCOCC2)cc1,-1%,-1.2%,-0.1%,0.0%,5%,-0.1,55,13%,i,54,7%,
O=C(Nc1cccnc1)Nc1cccc([N+](=O)[O-])c1,-10%,1.2%,-1.2%,0.7%,7%,-1.2,53,26%,i,57,10%,
Cc1ccccc1NC(=S)N1CCN(c2ccccc2Cl)CC1,-3%,2.1%,-0.5%,0.0%,17%,1.5,67,-2%,i,47,11%,
CCOc1ccc(C(=O)Nc2cccc(C(=O)O)c2)cc1Cl,-8%,2.1%,0.7%,-0.5%,-11%,-0.2,87,7%,i,36,1%,
O=C1[C@@H]2[C@H]3CC[C@H](C3)[C@@H]2C(=O)N1O,15%,0.5%,0.4%,0.3%,-13%,1.2,46,5%,i,30,-1%,

# Three compounds out of the list, sorted by heavy-atom count, rising.
SMILES,NS5 inhibitors,RSV antiviral HEp-2,West Nile antiviral,K1F lysis inhibition,Salmonella PhoP GFP,NTR1 agonist,NTR1 agonist cell count 20 µM,SV40 large T antigen,T cell HTS,T cell HTS vesicle-bound %,Rac1 GTP hydrolysis,others
O=C1[C@@H]2[C@H]3CC[C@H](C3)[C@@H]2C(=O)N1O,15%,0.5%,0.4%,0.3%,-13%,1.2,46,5%,i,30,-1%,
COc1ccc(CNC(=O)CSc2nnnn2C)cc1OC,-8%,0.2%,-0.3%,-0.1%,5%,2.0,39,7%,i,26,8%,
Cc1ccccc1NC(=S)N1CCN(c2ccccc2Cl)CC1,-3%,2.1%,-0.5%,0.0%,17%,1.5,67,-2%,i,47,11%,
